# NPY2 pot ag – human NPY-Y2 potentiation or agonism, primary screen; cells expressing NPY-Y2, potentiator/agonist read-out; activation, % at 3.6 µM; actives 0.45% (n = 220,000); in the data active = activation above about 27%;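 also: cells stimulated with NPY near EC25 plus isoproterenol at EC100; 0% = vehicle plus submaximal agonist and 100% = vehicle plus saturating agonist; some results beyond the cut were filed as inactive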
# Target sequence (P49146 whole entry, looked up): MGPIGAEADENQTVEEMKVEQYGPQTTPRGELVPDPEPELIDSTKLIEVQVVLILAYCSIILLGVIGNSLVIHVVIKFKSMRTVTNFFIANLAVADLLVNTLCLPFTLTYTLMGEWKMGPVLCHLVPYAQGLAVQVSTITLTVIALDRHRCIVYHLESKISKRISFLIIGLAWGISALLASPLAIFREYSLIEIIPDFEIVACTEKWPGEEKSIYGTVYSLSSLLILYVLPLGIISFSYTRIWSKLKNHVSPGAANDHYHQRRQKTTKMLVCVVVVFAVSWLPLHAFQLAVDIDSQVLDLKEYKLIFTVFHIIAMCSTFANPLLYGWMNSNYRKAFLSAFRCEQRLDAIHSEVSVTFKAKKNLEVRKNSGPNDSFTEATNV
# S1P4 antagonist – blocks the human S1P4 receptor; O95977; S1P4-expressing cells, antagonist mode, reporter read-out; inhibition, % at 4.98 µM; actives 0.26% (n = 220,000); AID 1510; in the data active = inhibition above about 29%;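 also: 0% = wells stimulated with agonist and 100% = vehicle wells without agonist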
# CHOP inh – blocks CHOP induction under ER stress. CHO-K1 CHOP-promoter luciferase, tunicamycin-induced, 15-18 h. inhibition, % at 10 µM. actives 3.8% (n = 220,000);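 active = compounds that reduced the stress-induced luciferase reporter signal by more than about 70% of percent inhibition, limit read from the data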;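 also: 0% = tunicamycin plus vehicle and 100% = wells without tunicamycin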
# S1P4 ag – activates the human S1P4 receptor. activation, % at 4.98 µM. actives 0.35% (n = 220,000). O95977. S1P4-expressing cell line, agonist reporter assay; in the data active = activation above about 11%;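 also: 0% = DMSO vehicle and 100% = reference agonist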
# TRPML3 ag – human mucolipin-3 channel agonism. Q8TDD5. actives 0.29% (n = 220,000). HEK293 TRPML3-YFP, Fluo-8 calcium fluorescence; 100% = the carbachol control signal. AID 1448. activation, % at 3 µM;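 active = activation above its plate's cutoff, the mean activation of the plate's test wells plus 3 SD, cut at about 12% in these data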;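 also: 0% = DMSO only wells and 100% = carbachol wells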
# Target sequence (Q8TDD5 whole entry, looked up): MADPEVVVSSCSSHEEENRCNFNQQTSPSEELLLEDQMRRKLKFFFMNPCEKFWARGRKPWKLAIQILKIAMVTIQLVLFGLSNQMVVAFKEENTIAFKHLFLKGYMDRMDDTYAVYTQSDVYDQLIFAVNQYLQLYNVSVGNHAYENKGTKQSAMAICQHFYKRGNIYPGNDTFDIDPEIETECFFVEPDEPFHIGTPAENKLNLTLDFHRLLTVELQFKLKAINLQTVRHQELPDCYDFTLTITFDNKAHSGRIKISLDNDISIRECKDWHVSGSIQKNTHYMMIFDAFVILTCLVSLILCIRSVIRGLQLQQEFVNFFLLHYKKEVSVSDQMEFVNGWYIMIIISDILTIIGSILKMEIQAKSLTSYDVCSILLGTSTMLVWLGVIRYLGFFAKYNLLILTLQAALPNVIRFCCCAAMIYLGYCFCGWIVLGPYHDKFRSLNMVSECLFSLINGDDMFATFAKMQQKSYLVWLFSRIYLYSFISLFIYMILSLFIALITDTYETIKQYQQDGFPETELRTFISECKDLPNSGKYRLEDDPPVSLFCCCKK
#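 system = HEK293 cells stably carrying human TRPML3-YFP | doses = one concentration, 3 µM nominal, 0.3% DMSO | timing = dye loading 1 h 37 °C then 30 min ambient, 125 s read | detection = Fluo-8 calcium dye fluorescence, ex 470-495, em 515-575 nm | benchmarks = high control carbachol 87 µM, low control DMSO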
# NPY Y1 blocker – blocks the human neuropeptide Y Y1 receptor | P25929 | HEK293-CNG Y1 cells, membrane potential fluorescence; NPY at EC95, then isoproterenol | inhibition, % at 3.6 µM | actives 1% (n = 200,000) | AID 1040;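 active = inhibition above the campaign mean inhibition of all tested compounds plus 3 SD, cut at about 20% in these data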;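 also: 0% = DMSO wells given NPY plus isoproterenol and 100% = isoproterenol alone without NPY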
#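 Material: HEK293 cells co-expressing NPY Y1 receptor and cyclic-nucleotide gated channel. Timing: compound incubation 1 h at room temperature, readout 45 min post-stimulation. Signal: fluorescence, membrane potential probe.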
# TRPN1 ag – agonists of zebrafish TRPN1 channel. HEK293 zebrafish TRPN1-YFP, Fluo-8 calcium fluorescence; 100% = response to 87 µM carbachol. activation, % at 3 µM. actives 0.18% (n = 220,000);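 active = activation above its plate's cutoff, the mean activation of test wells on that plate plus 3 SD, cut at about 19% in these data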;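 also: 0% = DMSO alone and 100% = 87 µM carbachol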
#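 Material – zebrafish TRPN1-YFP in HEK293 cells · Doses – 3 µM single point · Schedule – dye 1 h 37 °C plus 30 min RT · Signal – Fluo-8 calcium fluorescence, excitation 470-495 nm, emission 515-575 nm · Read-out – % activation versus carbachol response · Control set – carbachol high, DMSO low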
# EP2 mod – modulates human prostaglandin E2 receptor EP2 signaling; P43116; EP2-expressing cells, cAMP HTRF FRET, PGE2 co-stimulation; induction, % at 25 µM; actives 0.83% (n = 260,000); AID 940;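 active = compounds whose cAMP rise, as percent of the full-agonist control response, exceeds 60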;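 also: rat C6 glioma line stably carrying human EP2 under a CMV promoter; the protocol text gives 20 µM as final concentration; 100% = response of wells given 1 µM PGE2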
# NPY1 pot ag – potentiates or activates human NPY-Y1 receptor | P25929 | NPY-Y1 expressing cells, potentiator/agonist activation | activation, % at 3.6 µM | actives 0.37% (n = 220,000) | AID 1304; in the data active = activation above about 33%, passing the limit was not always enough;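 also: cells stimulated with NPY at EC10 then isoproterenol at EC100; 0% = low agonist plus stimulus and 100% = saturating agonist plus stimulus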
# The depositor's hits bear a star; nt = not tested or not shown.
SMILES	NPY2 pot ag	S1P4 antagonist	CHOP inh	S1P4 ag	TRPML3 ag	NPY Y1 blocker	TRPN1 ag	EP2 mod	NPY1 pot ag
COc1ccc(S(=O)(=O)N(C)CC(=O)Nc2ccccc2SC)cc1Cl	0	-12	30	-0.5	0.1	4	-1.0	-14	3
C=CCc1c(C)nc(SC(C)C)[nH]c1=O	2	10	34	2.4	0.0	5	-0.8	5	5
O=C1C(Cl)=C(Nc2ccc(O)cc2)C(=O)c2ccccc21	36*	90*	31	14*	-1.7	nt	-3.9	-39	25
Cc1ccc(NC(=O)CSc2nc(N)c(-c3ccccc3)c(=O)[nH]2)cc1Cl	0	5	12	0.7	1.0	7	1.7	-1	-13
COc1ccc(C(=O)c2cn[nH]c2-c2cc(Cl)ccc2O)cc1	0	4	24	1.0	0.1	-4	0.3	-15	10
NCCCCc1cn(CC(=O)N2CCNCC2)nn1	2	2	21	3.5	0.6	-4	2.5	-31	0
O=S1(=O)CC(O)C(Nc2ccccc2)C1 (stereo not drawn)	15	-6	15	-0.6	0.5	4	-0.8	25	-3
Cc1occc1C(=O)NCc1cccs1	10	-16	0	0.8	0.8	-6	0.8	31	-13
CNCCCCOc1ccccc1-c1ccccc1	26	-28	28	0.6	1.4	1	-1.4	-8	10
CN1CCN(CCC(=O)Nc2ccc(OCc3ccccc3)cc2)CC1	-1	4	-23	-0.7	0.9	7	2.7	-23	-18
CCCc1[nH]nc2c1C(CCc1ccccc1)C(C#N)=C(N)O2 (stereo not drawn)	21	-9	61	-4.4	0.5	-3	-1.1	-1	1
O=C(Nc1nc2c(s1)CCCC2)c1ccc(S(=O)(=O)N2CCCc3ccccc32)cc1	12	-13	70	-2.4	0.7	-5	3.8	-54	12
Cn1c(SCC(=O)N2c3ccccc3CCc3ccccc32)nnc1-c1cc2ccccc2cc1O	5	-17	43	-0.3	-0.8	4	-1.5	23	-39
COc1ccc(C)cc1NC(=O)c1ccc(-c2ccc(C(C)=O)cc2)o1	-14	-4	10	0.7	0.1	12	-2.2	-19	-14
CCn1c(SCC(=O)N2CCCc3ccccc32)nc2cccnc21	-9	-20	21	2.7	0.9	-2	1.8	-16	-17
COc1ccc(C(=O)Nc2ccccc2C(=O)NC(Cc2ccc(O)cc2)C(=O)NNC(=O)c2ccncc2)cc1 (stereo not drawn)	4	1	-5	1.1	0.7	-5	-0.3	16	3
CCOc1ccccc1C(=O)NC(C)c1ccc2c(c1)OCO2 (stereo not drawn)	-8	-14	-4	-0.1	-0.7	4	-0.9	6	-11
Cc1ccc2cc(C#N)c(NCCNC(=O)C3CCC3)nc2c1C	-15	9	nt	2.1	0.6	6	-1.3	nt	5
CNc1cnn(-c2ccc(C)cc2)c(=O)c1Cl	-19	-9	-10	0.7	-0.7	2	-0.3	15	10
O=S(=O)(c1cccs1)N1CCC(Cc2ccccc2)CC1	0	-8	45	2.9	0.4	-4	-0.7	0	-26
Clc1ccc(-n2nnnc2-c2cnc3ccccc3c2-c2ccccc2)cc1	4	7	27	-1.4	-1.7	nt	-3.2	-36	-2
CC1=C(SCCC#N)S/C(=C2\SC(C)=C(SCCC#N)S2)S1	16	-23	31	0.3	0.6	-7	-0.3	7	21
O=c1[nH]c(SCc2ccccc2)nnc1-c1ccccc1	-15	-16	-2	2.4	-0.2	8	0.6	12	-10
COC(=O)c1sccc1NC(=O)c1cc(-c2ccc(C)cc2)nc2ccccc12	0	9	-24	-2.7	0.4	1	1.7	50	1
Nc1nnc(SCCOc2cccc(Br)c2)s1	3	-14	6	1.2	0.4	3	-1.3	-34	1
Cc1nn(Cc2ccccc2)c(Cl)c1C(=O)OCc1nnc(-c2ccc(Cl)cc2)o1	-4	-2	18	-1.7	-0.2	8	1.4	25	-53
NC(=NCCc1c[nH]c2ccccc12)NS(=O)(=O)c1ccc2ccccc2c1	3	-11	43	-0.2	0.5	1	-0.9	3	-5
O=C(/C=C/c1ccccc1[N+](=O)[O-])NCc1ccncc1	12	-4	5	0.5	0.5	1	1.6	-2	11
C=CCNC(=O)CSc1nnc(C(CC)N(C)C)n1C1CCCCC1 (stereo not drawn)	12	-3	-1	0.3	0.8	nt	0.2	13	20
CCc1nnc(NC(=O)C2CCCCC2)s1	17	-35	15	1.3	0.6	-5	-0.1	22	21

# Entries of single compounds from above. Order of values: NPY2 pot ag	S1P4 antagonist	CHOP inh	S1P4 ag	TRPML3 ag	NPY Y1 blocker	TRPN1 ag	EP2 mod	NPY1 pot ag
# Shown for CNc1cnn(-c2ccc(C)cc2)c(=O)c1Cl = -19	-9	-10	0.7	-0.7	2	-0.3	15	10
# Shown for COc1ccc(C(=O)Nc2ccccc2C(=O)NC(Cc2ccc(O)cc2)C(=O)NNC(=O)c2ccncc2)cc1 (stereo not drawn) = 4	1	-5	1.1	0.7	-5	-0.3	16	3
# Shown for CCCc1[nH]nc2c1C(CCc1ccccc1)C(C#N)=C(N)O2 (stereo not drawn) = 21	-9	61	-4.4	0.5	-3	-1.1	-1	1
# Shown for COc1ccc(C(=O)c2cn[nH]c2-c2cc(Cl)ccc2O)cc1 = 0	4	24	1.0	0.1	-4	0.3	-15	10
# Shown for Cn1c(SCC(=O)N2c3ccccc3CCc3ccccc32)nnc1-c1cc2ccccc2cc1O = 5	-17	43	-0.3	-0.8	4	-1.5	23	-39

# 3 entries already listed, ordered by the number in CHOP inh, largest number first.
structure	NPY2 pot ag	S1P4 antagonist	CHOP inh	S1P4 ag	TRPML3 ag	NPY Y1 blocker	EP2 mod	NPY1 pot ag
CCCc1[nH]nc2c1C(CCc1ccccc1)C(C#N)=C(N)O2 (stereo not drawn)	21	-9	61	-4.4	0.5	-3	-1	1
C=CCc1c(C)nc(SC(C)C)[nH]c1=O	2	10	34	2.4	0.0	5	5	5
Nc1nnc(SCCOc2cccc(Br)c2)s1	3	-14	6	1.2	0.4	3	-34	1

# Remaining list, next part
SMILES	NPY2 pot ag	S1P4 antagonist	CHOP inh	S1P4 ag	TRPML3 ag	NPY Y1 blocker	TRPN1 ag	EP2 mod	NPY1 pot ag
Cc1sc(NC(=O)c2ccco2)c(CN2CCN(c3ccccc3)CC2)c1C	7	-6	36	-2.4	-0.7	1	-0.9	15	15
Cc1nc2ccccc2c(=O)n1/N=C/c1ccncc1	5	3	-10	0.0	0.3	2	0.5	12	10
CCCCn1c(=O)[nH]c(=O)c2c1nc(COC(=O)c1c(C)noc1C)n2CCC	-6	8	10	-4.3	-0.3	-5	1.2	42	-5
S=c1[nH]nc(COc2ccccc2)n1/N=C/C=C/c1ccco1	1	9	-13	-1.6	0.7	nt	0.9	-4	-3
CC(C)CNc1nnnc2c1sc1nc(N3CCOCC3)c3c(c12)CC(C)(C)SC3	11	-13	-23	2.5	-0.1	0	0.7	9	-13
Cc1ccc(N2C(=O)C(O)(C(F)(F)F)C3=C2CC(C)(C)CC3=O)cc1C (stereo not drawn)	-1	-7	9	-5.8	-0.1	-4	0.5	14	9
Cc1ccc(S(=O)(=O)NCc2cccnc2)s1	6	-35	-6	-0.8	0.5	-3	0.1	2	-8
Cc1ccc(-c2c(C(=O)Nc3ccccc3C)c(C)[nH]c(=S)c2C#N)o1	-16	-10	4	1.6	0.3	9	1.2	53	8
C/C(CC(=O)NCc1ccco1)=N\NC(=O)COc1ccc(C)cc1	6	-10	-20	-1.7	0.3	9	-1.2	8	-13
Cc1nc(C(C)NC(=O)CCc2nnc(Cc3c[nH]c4ccccc34)o2)cs1 (stereo not drawn)	3	9	-1	0.8	0.7	-3	-1.1	-46	5
CN1C(=O)CC(Sc2ncccc2C(=O)O)C1=O (stereo not drawn)	8	4	-8	1.3	-0.7	5	-0.8	14	17
C=CCn1c(SCc2nc3ccccc3[nH]2)nnc1-c1ccc(OC)cc1	-12	1	7	-1.5	0.9	0	2.4	-44	15
CCOC(=O)C1=C(CSc2nc(-c3ccccc3)ccc2C#N)OC(N)=C(C#N)C1c1ccc(OC)cc1 (stereo not drawn)	-2	5	13	1.2	0.8	1	-0.3	-23	4
CSc1nsc(SC)c1NC(=O)OC1CCCCC1	-6	0	34	-0.8	-0.9	5	-2.7	-3	-13
COc1ccc(CCNC(=O)C/C(C)=N/NC(=O)C2CCCCC2)cc1OC	11	-8	13	1.6	0.0	4	0.6	27	7
COc1ccc(N2CC(O)=C(c3nc4ccccc4s3)C2=N)cc1	-8	-17	-22	-0.6	0.0	-2	-1.0	-58	-16
CN1CCN(C2=Cc3cc(Cl)ccc3Sc3cc(F)ccc32)CC1	-1	4	-27	1.5	1.5	1	1.4	22	-20
O=c1nc2ccccc2c(NS(=O)(=O)c2ccccc2)n1-c1ccccc1	-15	-3	-12	-0.9	0.0	6	1.3	1	-3
Nc1ccnc(Oc2ccc(F)cc2)c1	2	-34	15	1.0	0.1	12	1.1	28	-22
O=C(O)CCCCn1c(SCC(=O)Nc2ccccc2C(F)(F)F)nc2ccsc2c1=O	-6	-13	-1	2.7	0.3	6	-0.4	42	-4
O=C1/C(=C/c2cccnc2)SC(=S)N1N1CCOCC1	2	-7	-10	0.9	0.1	nt	1.5	-6	-1
N#CC1=C2N=C(N)c3ccccc3N2C2=C(C(=O)CCC2)C1c1ccccc1F (stereo not drawn)	-1	-5	2	1.1	0.1	nt	0.1	12	-19
O=C(Cn1c(CO)nc2ccccc21)NCc1ccc2c(c1)OCO2	14	-5	8	-1.2	0.6	nt	0.9	-6	12
NC(=O)C1CCN(C(=O)Cn2cccc2C(=O)c2ccccc2)CC1	-3	-18	-21	2.6	0.5	1	-0.2	17	14
CC(=O)c1cc(C#N)c(SCc2ccccc2)nc1C	-7	-12	63	-0.1	-0.2	4	-0.8	72*	-25
CC(C)Cn1c(N)c(C(=O)CSc2ccc3c(c2)OCCO3)c(=O)n(C)c1=O	25	-10	nt	-0.2	3.0	4	6.3	-45	22
CCc1ccnc(NS(=O)(=O)c2ccc3c(c2)OCCO3)c1	5	-6	17	0.2	0.8	nt	2.6	-10	2
O=C(CSc1nc(-c2ccccc2)c(-c2ccccc2)o1)N1CCOCC1	10	2	6	-1.6	-0.1	1	-1.2	43	-30
CCN(CC)C(=O)CC(c1ccc(F)cc1)c1ccc(OC)cc1 (stereo not drawn)	5	7	-9	-0.3	-0.9	2	-1.0	27	12

# Some entries already given with just S1P4 ag, S1P4 antagonist and TRPML3 ag:
mol | S1P4 ag | S1P4 antagonist | TRPML3 ag
O=C(O)CCCCn1c(SCC(=O)Nc2ccccc2C(F)(F)F)nc2ccsc2c1=O | 2.7 | -13 | 0.3
O=C1/C(=C/c2cccnc2)SC(=S)N1N1CCOCC1 | 0.9 | -7 | 0.1
N#CC1=C2N=C(N)c3ccccc3N2C2=C(C(=O)CCC2)C1c1ccccc1F (stereo not drawn) | 1.1 | -5 | 0.1
O=C(Cn1c(CO)nc2ccccc21)NCc1ccc2c(c1)OCO2 | -1.2 | -5 | 0.6
NC(=O)C1CCN(C(=O)Cn2cccc2C(=O)c2ccccc2)CC1 | 2.6 | -18 | 0.5
